# HP1b binding inh: HP1-beta chromodomain-methylated histone interaction inhibition; AlphaScreen HP1-beta / biotin-H3K9me3 peptide binding; Potency, µM (series often up to 114 µM), without a hit: at the highest dose activity change, negative = inhibition, actives largely listed as inhibitors; 0.56% of 390,000 active; AID 540317; note: nearly all actives have a fitted effect of over 70% in size; inactives centre near 23
#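 AlphaScreen: HP1-beta (50 nM) preformed 30 min with biotin-H3(1-18)K9me3 peptide (50 nM) in PBS pH 7.4, 0.01% Tween-20. Compound added for 30 min at RT, then streptavidin donor/nickel chelate acceptor beads (10 ug/mL) for 30 min.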
# TrxR1 inh: blocks rat thioredoxin reductase 1. O89049. recombinant rTrxR1, NADPH fluorescence consumption, selenite substrate. AID 588453. 1% of 390,000 active. Potency, µM (top dose mostly 114 µM), inactives show at the top dose activity change, negative = inhibition, hits mostly inhibitors; note: % is set by controls: 0 for no effect and ±100 for the full control effect; nearly all actives have a fitted effect of over 65% in size
#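 Rat TrxR1 (90 nM in the dispensed reagent) was pre-reduced with 400 uM NADPH for 5 min at room temperature, then incubated with compound for 15 min. After 400 uM selenite was added, NADPH fluorescence (Ex 340/Em 450 nm) was followed for 8 min.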
# GLS inh: inhibitors of human glutaminase (GLS); O94925; GLS enzymatic activity, qHTS titration; Potency, µM (top dose mostly 45.5 µM), inactives show at the highest dose activity change, negative = inhibition, hits mostly inhibitors; 0.21% of 410,000 active; AID 624170; note: % is set by controls: 0 for no effect and ±100 for the full control effect
#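 hKGA; 45 mM KH2PO4 pH 8.2 + 0.02% Tween-20; cpd via pin tool; 1 mM Gln soln; GluOx/HRP/Amplex Red; RT 30 min; fluor. t0 & final.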
# ALOX12 inh: ALOX12 (human) lipoxygenase inhibition. 1.1% of 580,000 active. purified 12hLO, xylenol orange hydroperoxide absorbance. Potency, µM (series often up to 108 µM), for the others: at the top dose activity change, negative = inhibition, actives largely listed as inhibitors. P18054; note: % is set by controls: 0 for no effect and ±100 for the full control effect
#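 Purified human 12hLO (150 nM final) in 25 mM Hepes, 0.01% Triton X-100, pH 7.0 was preincubated 15 min at room temperature with compound. Then 40 uM arachidonic acid was added, 30 min. Hydroperoxide was read by Fe-XO absorbance ratio 573/405 nm.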
# PGK inhibitor: T. brucei PGK inhibition; P07378; PGK/GAPDH coupled, Kinase-Glo luminescence, 60 min; Potency, µM (series often up to 57.5 µM), for the others: top-dose activity change, negative = inhibition, actives largely listed as inhibitors; 0.043% of 380,000 active; note: % is set by controls: 0 for no effect and ±100 for the full control effect; nearly all actives have a fitted effect of over 60% in size
#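 Recombinant glycosomal PGK reaction used 1,3-bisphosphoglycerate generated in-well by GAPDH (100nM final) in 100mM TEA pH 7.6, 5mM MgCl2, 0.01% Tween-20. After 60 minutes at room temperature, ATP was read by Kinase-Glo Plus luminescence end-point.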
# ERG-DNA inh: inhibitors of human ERG Ets domain-DNA interaction; fluorescence polarization, His-ERG Ets domain / labelled DNA; 0.028% of 370,000 active; Potency, µM (series often up to 76.9 µM), for the others: top-dose FP activity, negative = inhibition, most hits filed as inhibitors; P11308; active = well fitted inhibition curve with a large enough effect in the polarisation, with a control signal flat; inconclusive = small, poorly fitted or top-dose-only effect, or effect the other way, or a change in a side signal; inactive = no such curve, though single readings can be large or run the other way; the % refers to the polarisation;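 note: polarization taken with two DNA probes labelled with fluorescein and Texas red; % of control where 0% means no effect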
#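 His-tagged ERG Ets domain (1 uM in the protein solution; 300mM KCl, 50mM Tris-HCl, 1mM EDTA, 1mM DTT, pH 7.5) received compound, then a probe mix of 5 nM fluorescein-DNA and 100nM Texas-615-DNA. Fluorescence polarization was read for both dyes.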
# JMJD2A Tudor: JMJD2A Tudor domain (human) inhibition | O75164 | AlphaScreen JMJD2A-Tudor / H3K4me3 peptide binding | Potency, µM (highest dose often 114 µM), for inactives: top-dose activity change, negative = inhibition, actives largely listed as inhibitors | 4.4% of 390,000 active | AID 504339; note: % is set by controls: 0 for no effect and ±100 for the full control effect; nearly all actives have a fitted effect of over 50% in size
# Target sequence (O75164 whole entry, looked up, the tested form may be a part): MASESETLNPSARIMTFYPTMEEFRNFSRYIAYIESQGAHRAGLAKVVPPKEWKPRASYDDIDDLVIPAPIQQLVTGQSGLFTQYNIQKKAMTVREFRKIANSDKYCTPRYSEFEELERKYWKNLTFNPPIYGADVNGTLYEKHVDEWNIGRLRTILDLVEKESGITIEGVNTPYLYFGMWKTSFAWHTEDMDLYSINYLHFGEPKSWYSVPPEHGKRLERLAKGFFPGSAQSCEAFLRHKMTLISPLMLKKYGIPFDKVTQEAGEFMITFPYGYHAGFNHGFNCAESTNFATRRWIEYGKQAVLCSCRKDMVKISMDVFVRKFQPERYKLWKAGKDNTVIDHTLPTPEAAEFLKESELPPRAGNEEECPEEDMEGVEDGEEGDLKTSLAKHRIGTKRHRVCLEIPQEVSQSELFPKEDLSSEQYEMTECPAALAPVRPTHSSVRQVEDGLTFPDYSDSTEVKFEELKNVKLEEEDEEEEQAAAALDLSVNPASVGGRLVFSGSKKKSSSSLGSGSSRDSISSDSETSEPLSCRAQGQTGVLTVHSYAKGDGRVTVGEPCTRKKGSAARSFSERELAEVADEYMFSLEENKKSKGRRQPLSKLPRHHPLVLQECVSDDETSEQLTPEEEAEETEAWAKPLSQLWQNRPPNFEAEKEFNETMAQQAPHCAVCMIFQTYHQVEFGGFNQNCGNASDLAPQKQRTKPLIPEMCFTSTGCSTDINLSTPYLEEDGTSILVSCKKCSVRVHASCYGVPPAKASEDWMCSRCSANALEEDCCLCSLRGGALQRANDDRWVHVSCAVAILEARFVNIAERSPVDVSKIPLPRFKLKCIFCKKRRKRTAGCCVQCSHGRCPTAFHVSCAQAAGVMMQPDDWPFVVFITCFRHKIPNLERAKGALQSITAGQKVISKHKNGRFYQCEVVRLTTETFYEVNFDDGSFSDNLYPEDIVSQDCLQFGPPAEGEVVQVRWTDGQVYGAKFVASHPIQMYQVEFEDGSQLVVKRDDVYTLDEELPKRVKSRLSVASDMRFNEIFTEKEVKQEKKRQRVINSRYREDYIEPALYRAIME
# Pin1 inhibitor: blocks the human prolyl isomerase Pin1; Q13526; 0.009% of 390,000 active; AID 504891; Potency, µM (series often up to 115 µM), inactives show at the top dose activity, negative = inhibition, hits mostly inhibitors; Pin1 FP peptide displacement, HiFluor488, 10 min; active = well fitted inhibition curve with a large enough effect in the polarisation, with a control signal flat, not every such curve was filed as active; inconclusive = small, poorly fitted or top-dose-only effect, or effect the other way, or a change in a side signal; inactive = no such curve, though single readings can be large or run the other way; the % refers to the polarisation; note: % is set by controls: 0 for no effect and ±100 for the full control effect
# RGS4 inh: blocks human RGS4-accelerated GTP hydrolysis; Transcreener GDP fluorescence polarization, RGS4-accelerated GTP hydrolysis; Potency, µM (doses to about 114 µM), for the others: at the highest dose activity change, negative = inhibition, usual class: inhibitors; 0.039% of 390,000 active; AID 504845; note: % is set by controls: 0 for no effect and ±100 for the full control effect; nearly all actives have a fitted effect of over 75% in size; some results filed as inactive show a strong effect at the top dose
#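 MLSMR compounds (23 nl, pin-transferred) preincubated 10 min at room temperature with a 500nM (2x) first reagent, then RGS4 at 900nM (2x) plus Transcreener GDP mix added; fluorescence polarization (620/688 nm) read before and after 90 min at 30 °C.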
# * hit, by the source's call; i = inactive; ? = inconclusive; . = not tested or not shown; & = joins results of further samples; [ ] = dose if it differs, or a comment. Unless noted, calls come from the whole dose curve; as a rule, active = well fitted curve in the direction sought with a large enough effect; inconclusive = small, poorly fitted or top-dose-only effect, or another doubt; inactive = no such curve, though single readings can be large; an effect the other way counts as inactive or inconclusive. Potency is the fitted concentration of half-maximal effect.
SMILES,HP1b binding inh,TrxR1 inh,GLS inh,ALOX12 inh,PGK inhibitor,ERG-DNA inh,JMJD2A Tudor,Pin1 inhibitor,RGS4 inh
COc1ccc(OC)c(NC(=O)c2oc3c(c2C)-c2nn(Cc4ccc(Cl)cc4)cc2CC3)c1,61%[activator],26%,1%,?,-7%,2%,-21%,-4%,0%
O=C(Nc1ccncc1)C1CCN(S(=O)(=O)c2ccc(Cl)cc2)CC1,37%,10%,1%,-26%,-1%,6%,-15%,1%,-19%
Cc1cccc(OCC(=O)N/N=C/CC(C)c2ccccc2)c1C (stereo not given),30%,36%[activator],-6%,9%,-2%,-4%,1%,-13%,?
COc1ccc(/C=C(\C#N)c2nc(-c3cc(Cl)ccc3OC)cs2)cc1,35%[activator],-3%,5%,-27%,9%,-2%,-12%,?,3%
COc1ccc(CN(C)C(=O)C23CC4CC(CC(C4)C2)C3)c(OC)c1,10%,10%,4%,-13%,9%,6%,0%,2%,?
CSc1nc(N2CCOCC2)c2sccc2n1,22%,6%,5%,-8%,-7%,-17%,-10%,4%,21%
O=C(CN1C(=O)NC2(CCCC2)C1=O)Nc1ccc(Cl)cc1C(F)(F)F,50%[activator],13%,4%,-2%,-1%,20%,-3%,0%,13%
Cc1ccc2nc(N(Cc3cccnc3)C(=O)Cc3ccccc3)sc2c1,57%[activator],10%[57.1 µM],8%,-28%,-10%,-16%,-7%,33%[activator],-38%
CCC(C)NC(=O)Cn1c(=O)n(CC2CCC(C(=O)NC)CC2)c(=O)c2sccc21 (stereo not given),38%,8%[57.1 µM],-1%,0%,7%,-3%,-4%,1%,-15%
COC(=O)c1cccc(NC(=O)CSc2nnc(COc3ccc(C#N)cc3)n2-c2ccccc2)c1,12%,0%,0%,0%,7%,-12%,-10%,1%,15%
COc1ccc(C(=O)NCC(C)(C)SCc2c(C)cc(C)cc2C)cc1,26%,23%,-2%,-13%,-7%,.,7%,13%,23%
CCN1CCN(Cc2c(C)[nH]c3ccc(OC)cc3c2=O)CC1,12%,14%,10%,-12%,-14%,-7%,2%,-6%,-7%
CC(=O)Nc1ccc(S(=O)(=O)NNc2cccc(C)c2)cc1,?,-7%,20%,2µM*,-3%,-4%,?,-1%,?
CCc1cccc(CC)c1NC(=O)C(CC)Sc1nc2ccncc2[nH]1 (stereo not given),52%[activator],-11%,-3%,24%[57.4 µM],0%,-8%,-10%,-15%,-9%
CC(=O)NC1(c2ccccc2)CCN(Cc2nnnn2C(C)(C)C)CC1,38%,7%,1%,-21%,2%,-4%,-3%,3%,-6%
C=CCn1nnnc1-c1cc(Cl)cc(Cl)c1,57%[activator],19%[57.1 µM],-13%,2%,i,-11%,-2%,-2%,-18%
O=C(Cc1csc(NC(=O)c2ccccc2)n1)NO,81%[activator],17%,14%,-5%,0%,7%,-11%[11.4 µM],-2%,-5%[11.4 µM]
COC(OC)c1ccnc(-c2ccc(OC(C)=O)cc2)n1,32%,20%,12%,2%,4%,-1%,-15%,-6%,10%
COc1ccc2c(c1)[nH]c1c(=O)n(Cc3ccco3)cnc12,58%[activator],-9%,6%,-3%,-15%,0%,-27%,8%,-35%
COCCN(C(=O)CCc1ccc(OC)cc1)c1nnc(-c2ccncc2)s1,42%,3%[57.1 µM],-8%,?,4%,10%,-22%,4%,-7%
CCOC(=O)c1sc(NC(C)=O)c(C(=O)OCC)c1C,15%,-5%[57.1 µM],11%,23%,-10%,-4%,-9%,-2%,-24%
COc1ccc(CNC(=O)C2CCN(c3nnc(C)c4c(C)n(-c5ccc(C)cc5)nc34)CC2)cc1,101%[activator],-3%,22%,?,-1%,2%,?,17%,-11%
Fc1ccc(Nc2ccc3ccccc3n2)c(F)c1,97%[activator],24%,-5%,?,i,-12%,22%,-1%,-5%
Cn1c(C(=O)NCCCN2CCOCC2)cc2c(=O)n(C)c3ccccc3c21,48%[activator],6%[57.1 µM],13%,36%[activator],3%,-5%,-13%,11%,-16%
CCC[C@H]1CCCC/C=C\CCCC(=O)OCCN1C(=O)OC(C)(C)C,71%[activator],21%[57.1 µM],8%,-7%,3%,-15%,9%,0%,-12%
Cc1cc(=O)oc2c(C)c(OCC(=O)NCc3ccccn3)ccc12,21%[57 µM],28%,-2%,0%,8%,5%,-15%,-3%,3%
Cc1ccnc2nc(C(=O)Nc3nnc(-c4ccccc4)o3)nn12,16%,18%[57.1 µM],9%,-13%,i,15%,-18%[57.1 µM],1%,30%
CC1CCCN(C(=O)CSc2nnc(-c3ccc(O)cc3)o2)C1 (stereo not given),25%,-16%,?,8%,i,1%,-2%,7%,-12%
O=C(O)c1cccc(Cn2c(Cl)c(/C=N/Nc3ccccc3)sc2=O)c1,1%,8.9µM*,?,.,3%,61%[activator],?,20%,?
CCn1c(Cc2cccs2)nnc1SCC(=O)NC1CC1,30%,25%,12%,3%,-6%,6%,-11%,-1%,46%

# Some of the entries so far, with bars between the fields:
SMILES | HP1b binding inh | TrxR1 inh | GLS inh | ALOX12 inh | PGK inhibitor | ERG-DNA inh | JMJD2A Tudor | Pin1 inhibitor | RGS4 inh
CCC(C)NC(=O)Cn1c(=O)n(CC2CCC(C(=O)NC)CC2)c(=O)c2sccc21 (stereo not given) | 38% | 8%[57.1 µM] | -1% | 0% | 7% | -3% | -4% | 1% | -15%
COC(=O)c1cccc(NC(=O)CSc2nnc(COc3ccc(C#N)cc3)n2-c2ccccc2)c1 | 12% | 0% | 0% | 0% | 7% | -12% | -10% | 1% | 15%
COc1ccc(C(=O)NCC(C)(C)SCc2c(C)cc(C)cc2C)cc1 | 26% | 23% | -2% | -13% | -7% | . | 7% | 13% | 23%

# Going on with the list.
SMILES,HP1b binding inh,TrxR1 inh,GLS inh,ALOX12 inh,PGK inhibitor,ERG-DNA inh,JMJD2A Tudor,Pin1 inhibitor,RGS4 inh
CCN(CC)C(=O)[C@H]1CC(CC(=O)NCCCn2ccnc2)C(=O)N2CCc3c([nH]c4ccc(OC)cc34)[C@]12C (stereo not given in full),52%[activator],0%,1%,26%,-3%,-15%,-12%,-11%,-7%
CC(C)CCNC(=O)c1ccc2c(c1)NC(=O)C(CS(=O)(=O)Cc1ccc(F)cc1)N2 (stereo not given),9%,11%,13µM*,28%,-3%,0%,-17%,15%,-15%
COc1ccc(N(CC(=O)NCc2ccccc2)S(=O)(=O)c2c(C)nn(C)c2C)cc1,18%,17%[57.1 µM],-3%,6%,-7%,1%,-19%,-5%,-5%
CCn1cc(C(=O)OCC(=O)c2cc(C)n(-c3ccccc3)c2C)c(=O)c2ccc(C)nc21,-17%,3%,10%,-17%,i,13%,-17%,-4%,6%
Cc1cc(C)nc(Nc2ncc(O)n2-c2ccc(C)c(Cl)c2)n1,68%[activator],6%,3%,1%&48%,-7%,3%,-3%,0%,-24%
O=C(COC(=O)c1ccc(O)cc1)Nc1cc(S(=O)(=O)N2CCOCC2)ccc1Cl,17%,10%,0%,-4%,2%,2%,-11%,1%,23%
Cc1cc(NCCCN(C)C)n2nc(-c3cccs3)cc2n1,18%,17%[57.1 µM],-3%,-3%,-6%,-6%,-2%,0%,-22%
Nc1ccc(N2CCOCC2)c(S(=O)(=O)Nc2ccccc2Cl)c1,1%,7%,31%[activator],-8%,-10%,-17%,-31%,-3%,6%
CC(C)NC(=O)/C(=N\O)c1ccccc1,13%,17%,4%,6%,1%,-1%,-8%,-1%,7%
CCN1CCCC1CNC(=O)CSc1cc(=O)n(CC)c2ccccc12 (stereo not given),24%,-1%,13%,1%,-4%,-9%,-16%,-1%,-3%
O=[N+]([O-])c1ccc(N2CCN(S(=O)(=O)c3ccccc3[N+](=O)[O-])CC2)cc1N1CCc2ccccc2C1,33%,-17%,3%,-6%,-1%,-7%,-13%,-8%,-30%
Cc1ccc(C)c(NC(=O)CCN2CC(C)OC(C)C2)c1 (stereo not given),35%,-13%,-12%,2%,i,1%,-6%,-1%,-18%
CCCCCCC(=O)Nc1ccc2nc3c(=O)n(C)c(=O)n(C)c3nc2c1C,8%,20%,0%,-10%,-1%,-1%,-14%,-9%,0%
CN1CCN(C(=O)CCCN2C(=O)/C(=C/c3cccc(Br)c3)SC2=S)CC1,40µM*,?,18%,?,0%,21%,35µM*,-2%,-36%
COc1cc(CC(=O)OCC(=O)Nc2ccc(Cl)c(S(=O)(=O)N(C)C)c2)cc(OC)c1OC,23%,-11%,10%,-14%,-4%,5%,-13%,0%,-17%
Nc1nonc1NC(=O)CSc1nc2ccccc2s1,42%[activator],3%[57.1 µM],-2%,0%,-7%,6%,2%,0%,-28%
Nc1nc(NC(=O)c2cccs2)nn1-c1ccccc1,18%,13%,-15%,?,-1%,8%,-12%[11.4 µM],-4%,-6%[11.4 µM]
COc1cc(OC)c(C2Nc3c(C)cccc3-c3cc(C)nn32)cc1OC (stereo not given),45%[activator],3%,6%,-7%,i,0%,-16%,2%,17%
COc1ccc(NC(=O)CSc2nc(C)cc(C)c2C(=O)Nc2cccc(C)c2)cc1,15%,10%,5%,-2%,1%,-3%,-20%,6%,19%
Cc1ccc(NC(=O)CCNC(=O)c2ccc([N+](=O)[O-])cc2)cc1S(=O)(=O)N(C)C,18%,14%[57.1 µM],1%,-2%,6%,10%,-18%,4%,12%
Cc1ccc(-c2ccc(/C=N/N3C(=O)C4C5C=CC(CC5)C4C3=O)o2)c([N+](=O)[O-])c1 (stereo not given),-19%,3%,-10%,-15%,-9%,.,-32%,0%,8%
Cc1ccc(O)c(NC(=O)c2noc3c2CCCC3)c1,12%,14%,29%,-25%,i,5%,-13%,-5%,9%

# High-throughput results deposited in PubChem BioAssay by National Center for Advancing Translational Sciences (NCATS).

# These rows are one share of the data. The share of hits here may be higher or lower than overall.
